LDHA block: blocks human lactate dehydrogenase A; P00338; purified LDHA, NADH/diaphorase-resazurin fluorescence; active compounds read low; activity change, % (values are at about 110 or 230 µM); actives 0.15% (n = 480,000); in the data active = activity change below about -30%; inconclusive = mostly about -25% to -30%;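 also: plate controls were DMSO wells for no effect and wells without enzyme for full effect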
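Remaining NADH was detected by diaphorase (0.133 mg/mL) converting 37 µM resazurin to fluorescent resorufin, read at 0 and 20 minutes. The preceding 5-minute room-temperature reaction used 2 nM LDHA, 0.2 mM sodium pyruvate and 0.06 mM NADH at pH 7.4.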
Active calls of the source: *; & = joins results of further samples. These rows are one share of the data; count on the stated rates, not on these rows.

How did CC1=C(C(=O)N2CCCCC2)C(c2cc(Br)ccc2F)C2=C(CCCC2=O)N1 (centres undefined) do in these assays?
LDHA block: -6.5

Results for COCC(=O)n1nc(NCc2ccc(F)cc2)nc1NCc1ccc(F)cc1 ?
LDHA block: -3.8

Results for Cc1ccc([N+](=O)[O-])cc1S(=O)(=O)Nc1cccc(C#Cc2cccs2)c1 ?
LDHA block: -10.1

How did Cc1ccc(-c2nc(CSc3nc4ncccc4[nH]3)c(C)o2)cc1 do in these assays?
LDHA block: -1.0

What do the screens show for `S=C(NCc1ccccc1)C12CC3CCC(CC(C3)C1)C2`?
LDHA block: 1.2

How did Cc1c(-c2nc(-c3ccccc3F)no2)nnn1-c1ccccc1Cl do in these assays?
LDHA block: 6.2

Results for Cc1cc(SCC(=O)Nc2ccc(C(N)=O)cc2)nc2ccccc12 ?
LDHA block: -0.1

What do the screens show for `Cc1cc(SCc2cccc(F)c2)c2ccccc2n1`?
LDHA block: 8.2

Results for COc1cccc(S(=O)(=O)CCOC2CCCCC2C)c1 (centres undefined) ?
LDHA block: 6.3

What do the screens show for `O=C(CSc1ncnc2ccccc12)Nc1ccccc1OC(F)F`?
LDHA block: 12.6

Results for CC(C)CCNC(=O)c1cccc2ncccc12 ?
LDHA block: 1.5

What do the screens show for `CC(C)c1cc(C(=O)Nc2ccc(F)cc2)nn1C1CCS(=O)(=O)C1` (centres undefined)?
LDHA block: -23.6

Results for Cc1ccc(-c2cnc(CCC(=O)Nc3ccc(C(=O)OC(C)C)cc3)o2)cc1 ?
LDHA block: 0.3

Results for CCN1CCc2c(sc3c2c(=O)n(-c2ccc(Cl)cc2)c(=O)n3CCN2CCCC2)C1 ?
LDHA block: 7.9

What do the screens show for `O=C(COC(=O)c1cc(=O)c2ccccc2o1)Nc1cc(C(F)(F)F)ccc1Cl`?
LDHA block: 1.5

Results for CCCn1c2c(c(=O)n(C)c1=O)C(c1ccccc1C)C1=C(COC1=O)N2 (centres undefined) ?
LDHA block: 1.1

What do the screens show for `COc1ccc(C(=O)NCC(C)OC23CC4CC(CC(C4)C2)C3)cc1` (centres undefined)?
LDHA block: -3.5

Results for O=C(NCc1cccc(C(F)(F)F)c1)C1CCCN(C(=O)c2ccc(Cl)cc2)C1 (centres undefined) ?
LDHA block: 10.0

What do the screens show for `CCCC(=O)Nc1c(C(=O)OCC)[nH]c2ccc(F)cc12`?
LDHA block: 11.1

Results for O=C(O)c1nnn(-c2cccc(Br)c2)c1C(F)(F)F ?
LDHA block: 5.2

The list goes on, starting with the last 6 of the part before.
What do the screens show for `O=C(COC(=O)c1cc(=O)c2ccccc2o1)Nc1cc(C(F)(F)F)ccc1Cl`?
LDHA block: 1.5

Results for CCCn1c2c(c(=O)n(C)c1=O)C(c1ccccc1C)C1=C(COC1=O)N2 (centres undefined) ?
LDHA block: 1.1

What do the screens show for `COc1ccc(C(=O)NCC(C)OC23CC4CC(CC(C4)C2)C3)cc1` (centres undefined)?
LDHA block: -3.5

Results for O=C(NCc1cccc(C(F)(F)F)c1)C1CCCN(C(=O)c2ccc(Cl)cc2)C1 (centres undefined) ?
LDHA block: 10.0

What do the screens show for `CCCC(=O)Nc1c(C(=O)OCC)[nH]c2ccc(F)cc12`?
LDHA block: 11.1

Results for O=C(O)c1nnn(-c2cccc(Br)c2)c1C(F)(F)F ?
LDHA block: 5.2

Results for Cc1cccc(NC(=O)c2ccccc2SCC(=O)NCc2ccco2)c1 ?
LDHA block: -0.1

What do the screens show for `CCOc1ccccc1NC(=O)c1cc(OC(C)=O)cc(OC(C)=O)c1`?
LDHA block: 0.3

What do the screens show for `CCCCCCc1ccc(C(=O)Nc2ccc(C)cc2)cc1`?
LDHA block: 7.2

What do the screens show for `CCCN(Cc1nnc(-c2ccccc2Cl)o1)C(=O)c1ccc(C#N)cc1`?
LDHA block: -2.5

What do the screens show for `Nc1nccnc1C(=O)NCCc1ccco1`?
LDHA block: -0.8

What do the screens show for `O=C(C(=O)N1CCN(C(=O)c2ccco2)CC1)c1ccccc1`?
LDHA block: -9.8

Results for Cc1[nH]c(=O)[nH]c(=O)c1S(=O)(=O)Nc1ccc(Br)cc1 ?
LDHA block: -7.4

What do the screens show for `CC(C)(C)NC(=O)CSc1ncc(-c2ccc(F)cc2)o1`?
LDHA block: 5.9

What do the screens show for `FC(F)(F)c1cc(-c2cccs2)nc(S)n1`?
LDHA block: -0.9

What do the screens show for `CC(C)(C)n1nnnc1C(c1ccccc1)N1CCN(c2ccccn2)CC1` (centres undefined)?
LDHA block: 1.6

Results for Cn1nnnc1Sc1ncnc2scc(-c3cccc([N+](=O)[O-])c3)c12 ?
LDHA block: -0.1

Results for Cc1ccc(C(=O)NCC(NC(=O)c2ccc(C)nc2)C2CC2)cn1 (centres undefined) ?
LDHA block: -3.3

What do the screens show for `O=C(Nc1ccc(NC(=O)C2CCN(c3nc4ccccc4o3)CC2)cc1)C1CC1`?
LDHA block: inconclusive

How did CCOc1cc(-c2ccccc2)nc2c1CN(S(=O)(=O)c1ccc(C)cc1)C(c1cccc(Cl)c1)C2 (centres undefined) do in these assays?
LDHA block: -6.6

What do the screens show for `COCCN(CCOC)C(=O)c1cc(Cl)ccc1F`?
LDHA block: -4.0

What do the screens show for `O=C(c1ccc(Br)cc1)N1CCC(CN2CCOCC2)CC1`?
LDHA block: -14.4

Results for O=C(N/N=C/c1cccs1)c1ccccc1Br ?
LDHA block: 1.1

Results for Fc1ccc(CCNC(=S)Nc2cccc(Cl)c2)cc1 ?
LDHA block: 1.0

What do the screens show for `COCCNC(=O)Cn1cc(S(=O)(=O)Cc2ccc(F)cc2)c2ccccc21`?
LDHA block: 0.0

Results for COc1cc(NC(=O)Cn2cc(C#N)c3ccccc32)cc(OC)c1 ?
LDHA block: 6.2

How did CCc1cccc(C)c1NC(=O)c1nc2ccccc2nc1N(CC)CC do in these assays?
LDHA block: -1.7

Results for O=S(=O)(c1c(Cl)cccc1Cl)N1CCNCC1 ?
LDHA block: 5.8

Results for CCC(=O)N[C@H]1C=C[C@H](CC(=O)OC)O[C@@H]1CO ?
LDHA block: -7.0

How did CCn1c(NC(=O)COc2ccc(C)cc2)nc2ccccc21 do in these assays?
LDHA block: 0.1

Results for CN1CCN(C(=O)CN2CCN(C(C(=O)O)c3cn(CC(=O)O)c4cc(F)ccc34)CC2)CC1 (centres undefined) ?
LDHA block: 2.3

How did O=C(CNC(=O)c1ccncc1)OC(C(=O)Nc1cc(C(F)(F)F)ccc1Cl)c1ccccc1 (centres undefined) do in these assays?
LDHA block: -1.4

Results for CCOc1cc(C#N)ccc1OCc1ccc(OC)c(F)c1 ?
LDHA block: 10.1

What do the screens show for `COc1cccc(Cn2ncc3c4sc(S(C)=O)cc4n(C)c3c2=O)c1` (centres undefined)?
LDHA block: -0.8&4.0

How did COc1ccccc1N(CC(=O)NC1CCCC1)S(C)(=O)=O do in these assays?
LDHA block: -6.2

What do the screens show for `Cc1ccc(C)c(Nc2ncnc3sccc23)c1`?
LDHA block: 2.0

Results for CN(CC(=O)Nc1nc(-c2ccccc2)cs1)CC(=O)Nc1ccccc1C(F)(F)F ?
LDHA block: -0.6

Results for CC1=C(C(=O)N2CCCCCC2)CC(CC(=O)NCCc2ccccn2)C(=O)N1Cc1ccc(C(C)(C)C)cc1 (centres undefined) ?
LDHA block: 4.5

Results for Cn1c(=O)[nH]c(=O)c2c1nc(Nc1cccc(Cl)c1Cl)n2CC(=O)O ?
LDHA block: 8.3

Results for c1ccc(Oc2cc(CNc3ncccn3)ccn2)cc1 ?
LDHA block: -11.2

Results for CC(C)(C)c1ccc(C(=O)Nc2c(NCc3ccccc3)c3ccccc3oc2=O)cc1 ?
LDHA block: -1.8

What do the screens show for `COC(=O)C1=C(C)NC(=O)CC1C(=O)Nc1cc(Cl)cc(Cl)c1` (centres undefined)?
LDHA block: -7.0

Results for O=C(CSc1ccccn1)c1ccc2c(c1)OCCO2 ?
LDHA block: -14.2

How did COc1ccc(N(Cc2cc(CN3CCOCC3)cs2)S(=O)(=O)c2cccc(C#N)c2)cc1 do in these assays?
LDHA block: -0.8

How did OC(COCc1ccccc1F)Cn1nnc(-c2ccccc2)n1 (centres undefined) do in these assays?
LDHA block: 1.6

How did OCCOc1ccc(CNCC2CCCO2)cc1 (centres undefined) do in these assays?
LDHA block: 8.6

Pulled one by one from the list above:
Results for CN(CC(=O)Nc1nc(-c2ccccc2)cs1)CC(=O)Nc1ccccc1C(F)(F)F ?
LDHA block: -0.6

Results for Cn1c(=O)[nH]c(=O)c2c1nc(Nc1cccc(Cl)c1Cl)n2CC(=O)O ?
LDHA block: 8.3

Arranged by length of the SMILES (falling): three of the compounds above
Results for CC(C)(C)c1ccc(C(=O)Nc2c(NCc3ccccc3)c3ccccc3oc2=O)cc1 ?
LDHA block: -1.8

What do the screens show for `COc1cccc(Cn2ncc3c4sc(S(C)=O)cc4n(C)c3c2=O)c1` (centres undefined)?
LDHA block: -0.8&4.0

How did OC(COCc1ccccc1F)Cn1nnc(-c2ccccc2)n1 (centres undefined) do in these assays?
LDHA block: 1.6

Back to the main list, starting three compounds before the break.
How did COc1ccc(N(Cc2cc(CN3CCOCC3)cs2)S(=O)(=O)c2cccc(C#N)c2)cc1 do in these assays?
LDHA block: -0.8

How did OC(COCc1ccccc1F)Cn1nnc(-c2ccccc2)n1 (centres undefined) do in these assays?
LDHA block: 1.6

How did OCCOc1ccc(CNCC2CCCO2)cc1 (centres undefined) do in these assays?
LDHA block: 8.6

Results for NC(=O)c1cc(S(=O)(=O)N2CCCC2)ccc1OCC(=O)Nc1ccc(Oc2ccccc2)cc1 ?
LDHA block: -2.0

Results for Cc1coc2c1c(C)cc1o/c(=N/O)c3c(c12)CCC3 ?
LDHA block: 2.6

Results for COc1ccc(-c2ccc(N3C(c4ccsc4)=Cc4ccc(F)cc4C3c3c[nH]c4ccccc34)cc2)cc1 (centres undefined) ?
LDHA block: 0.4

How did COC(=O)CSc1nc2ccsc2c(=O)n1C do in these assays?
LDHA block: 2.5

What do the screens show for `C=CCc1c(C)nc(Nc2nc(C)c3cc(C)ccc3n2)[nH]c1=O`?
LDHA block: 11.6

Results for Cc1ccc(O)c(C(=O)OCC(=O)c2cccs2)c1 ?
LDHA block: -0.9

How did CC(C)c1nc(OCC(=O)N2CCCC2)c(C#N)c2c1CCCC2 do in these assays?
LDHA block: -1.8

How did CSc1nnc(-c2ccccc2NC(=O)c2ccc(C)c(S(=O)(=O)N3CCCC3)c2)o1 do in these assays?
LDHA block: 0.3

What do the screens show for `COc1ccc(C(=O)n2nc(-c3ccc(C)cc3)nc2N)cc1`?
LDHA block: inconclusive

How did CCSc1oc(-c2ccc(C)cc2)nc1S(=O)(=O)c1ccccc1 do in these assays?
LDHA block: -6.4

What do the screens show for `CCc1noc(CN(C)CC2CN(CC)c3ccccc3O2)n1` (centres undefined)?
LDHA block: 9.9

What do the screens show for `O=C(CCCN1C(=O)C(c2ccccc2)Oc2cccnc21)NCc1ccccc1` (centres undefined)?
LDHA block: 9.0

What do the screens show for `COCCN(Cc1cc2ccc(C)cc2[nH]c1=O)C(=O)c1ccc(OC)c(OC)c1`?
LDHA block: 13.4

What do the screens show for `COc1ccccc1C(=O)Nc1ccc2oc(C)nc2c1`?
LDHA block: 0.3

How did CC(C)=CC(=O)NC(C)c1ccc(Cl)c(Cl)c1 (centres undefined) do in these assays?
LDHA block: 5.5

Results for O=C(CN(c1ccc(F)c(Cl)c1)S(=O)(=O)c1ccccc1)NCc1ccncc1 ?
LDHA block: 8.9

Results for CCCn1c(=O)[nH]c(=O)c2c3c(cnc21)C(=O)CC(c1ccc(OC)c(OC)c1)C3 (centres undefined) ?
LDHA block: -8.0

Results for CC(C)CNC(=O)c1ccccc1NC(=O)C1CCN(S(=O)(=O)Cc2ccccc2)CC1 ?
LDHA block: 17.1

What do the screens show for `COC(=O)c1c(C)cccc1NS(=O)(=O)c1c(C)nn(C)c1C`?
LDHA block: 4.4

Results for CC(C)C[C@H]1CN([C@@H](Cc2ccc(O)cc2)CN2CCC[C@H]2CN2C(=O)C(=O)NC[C@@H]2Cc2ccccc2)C(=O)C(=O)N1CC1CCCCCC1 ?
LDHA block: -4.4

Results for COC(=O)[C@@H](NC(=O)NCc1ccccc1)C(C)C ?
LDHA block: -3.3

How did Cc1[nH]n(-c2nc3ccccc3[nH]2)c(=O)c1CCC(C)C do in these assays?
LDHA block: -13.3

What do the screens show for `N#Cc1ccc(C(=O)N2CCN(c3oc(C4CC4)nc3C#N)CC2)cc1`?
LDHA block: inconclusive

What do the screens show for `Cc1[nH]c2ccccc2c1C(=O)C(Cl)c1ccccc1` (centres undefined)?
LDHA block: 4.8

How did NCCSCc1ccsc1 do in these assays?
LDHA block: 9.7

Results for O=S(=O)(NCc1nnnn1-c1ccccc1)c1ccccc1 ?
LDHA block: 13.4

How did COC(=O)CCCNC(=O)c1cc(-c2ccncc2)nc2ccccc12 do in these assays?
LDHA block: -3.3

What do the screens show for `O=C(Nc1ccc2oc(-c3ccccc3)cc(=O)c2c1)c1ccc(F)cc1`?
LDHA block: 4.0

Results for O=C(CNC(=O)NCc1ccc(C(F)(F)F)cc1)NCC(F)(F)F ?
LDHA block: 10.2

Results for O=C(Nc1ccccc1F)C1CC2CCC1C2 (centres undefined) ?
LDHA block: 2.2

What do the screens show for `CSc1ccc(CCNC(=O)C(CCS(C)(=O)=O)N2Cc3ccccc3C2=O)cc1` (centres undefined)?
LDHA block: -0.1

What do the screens show for `Cc1ccc(S(=O)(=O)N2CCCN(C(=O)C3CC(=O)Nc4cc(F)ccc43)CC2)cc1` (centres undefined)?
LDHA block: -11.6

How did Cc1ccc(C2(c3ccc(C)cc3)SC(=S)c3ccccc32)cc1 do in these assays?
LDHA block: 0.8

Results for O=C(NC1CCCC1)C(C1CC1)n1c(-c2ccnc3ccccc23)nc2ccccc21 (centres undefined) ?
LDHA block: 3.3

Screening data deposited in PubChem BioAssay by National Center for Advancing Translational Sciences (NCATS).
